# TEAD-YAP block = TEAD-YAP interaction inhibition. hit rate 1.4% among 640,000. AID 1259422. inhibition, % at 9.12 µM. HEK-TIYL cells, TEAD-Gal4/YAP UAS-luciferase luminescence; in the data active means inhibition above about 32%;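 further: 0% = median of test compound wells and 100% = reference inhibitor wells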
# MITF primary = inhibitors of human MITF; O75030; AlphaScreen MITF homodimerization, bead proximity signal; inhibition, % at 2.6 µM; hit rate 0.91% among 650,000; AID 1259374; in the data active means inhibition above about 50%;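 further: 0% = vehicle wells with protein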
# Target sequence (O75030 whole entry, looked up): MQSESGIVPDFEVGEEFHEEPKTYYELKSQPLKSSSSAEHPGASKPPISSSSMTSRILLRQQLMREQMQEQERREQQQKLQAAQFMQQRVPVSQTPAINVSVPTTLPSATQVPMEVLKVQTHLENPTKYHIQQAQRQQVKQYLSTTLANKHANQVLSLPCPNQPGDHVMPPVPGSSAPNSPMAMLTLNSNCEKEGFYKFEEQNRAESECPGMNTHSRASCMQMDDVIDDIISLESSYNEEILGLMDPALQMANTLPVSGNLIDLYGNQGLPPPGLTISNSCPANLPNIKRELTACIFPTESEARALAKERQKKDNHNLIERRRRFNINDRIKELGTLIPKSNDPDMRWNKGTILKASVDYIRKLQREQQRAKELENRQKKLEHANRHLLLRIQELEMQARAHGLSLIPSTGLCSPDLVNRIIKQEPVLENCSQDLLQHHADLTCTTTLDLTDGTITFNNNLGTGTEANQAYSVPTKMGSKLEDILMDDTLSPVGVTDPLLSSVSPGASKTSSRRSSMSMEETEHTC
# FBW7 activator = activators of human E3 ligase FBW7 | AlphaScreen FBW7–phospho-cyclin E peptide binding, activator screen | normalized activity (activation), % at 26.1 µM | hit rate 0.13% among 650,000 | AID 1259310; in the data active means normalized activity above about 1.9%;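 further: purified mutant Fbw7 with reduced substrate affinity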
# GPR151 ag = human GPR151 activation. AID 1508602. hit rate 1% among 650,000. activation, % at 11.2 µM. PathHunter beta-arrestin GPR151 cells, luminescence; in the data active means activation above about 4.9%;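 further: 0% = median of compound wells and 100% = cells with positive control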
# Target sequence (Q8TDV0 whole entry, looked up): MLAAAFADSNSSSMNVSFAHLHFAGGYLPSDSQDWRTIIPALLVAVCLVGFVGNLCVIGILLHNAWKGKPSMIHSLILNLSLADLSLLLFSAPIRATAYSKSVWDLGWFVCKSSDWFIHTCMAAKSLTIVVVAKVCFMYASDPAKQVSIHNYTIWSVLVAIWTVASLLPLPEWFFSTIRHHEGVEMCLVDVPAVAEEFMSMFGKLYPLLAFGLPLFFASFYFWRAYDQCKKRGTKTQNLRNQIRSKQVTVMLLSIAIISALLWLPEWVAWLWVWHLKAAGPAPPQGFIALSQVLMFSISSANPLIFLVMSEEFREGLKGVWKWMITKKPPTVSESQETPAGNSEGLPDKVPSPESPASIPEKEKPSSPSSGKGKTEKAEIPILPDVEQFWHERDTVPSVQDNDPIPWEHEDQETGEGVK
# Active calls of the source: *.
Compound,TEAD-YAP block,MITF primary,FBW7 activator,GPR151 ag
O=C(O)CCNS(=O)(=O)c1cccc(C(=O)O)c1,12,3,-0.2,0.2
CCC(c1nnnn1C1CCCCC1)N1CCN(c2ccc([N+](=O)[O-])cc2)CC1 (stereo not given),-5,0,-0.1,0.9
CCOc1cc(C2C(C(=O)OCC3CCCO3)=C(C)NC3=C2C(=O)CC(C)(C)C3)cc(Cl)c1O (stereo not given),7,5,0.0,0.5
Cc1ccc(C2=NN(CCC(=O)NCCCN(C)c3ccccc3)C(=O)CC2)cc1,4,-5,-0.1,-0.7
Cc1c([N+](=O)[O-])cc(C(=O)Nc2cccc3ccccc23)cc1[N+](=O)[O-],1,14,-0.1,0.4
CCc1ccc(-n2c(=S)sc3c(=O)n(-c4ccc(F)cc4)c(SCC(=O)N(CC)CC)nc32)cc1,-1,-5,0.3,0.3
Cc1ccccc1-c1nc(CSCC(=O)NC2CCCCC2)c(C)o1,-15,-9,0.1,0.0
CC(C)c1ccc(-c2c(C#N)c(N)nc3c2CCCCCC3)cc1,2,-4,0.0,0.8
Cc1cc(C)c(NC(=O)CSc2nc3ccc(N)cc3s2)c(C)c1,10,9,-0.1,-1.0
COc1ccc(N2CCN(CC(=O)c3ccc(O)c(C)c3O)CC2)cc1,10,4,0.9,2.6
N#CCSc1nc2ccsc2c(=O)n1Cc1ccc(F)cc1,-4,10,0.1,1.1
COc1ccc(OC)c(NC(=O)COC(=O)CN2C(=O)NC3(CCCC3)C2=O)c1,3,-5,0.0,0.3
COc1ccc(CCNC(=O)c2ccc(Cn3c(=S)[nH]c4ccc(Br)cc4c3=O)cc2)cc1OC,-11,-8,0.4,0.2
CCOC(=O)C1CCN(C(=O)COc2ccc(C)cc2)CC1,10,16,0.1,-0.4
COC(=O)COc1ccc(S(=O)(=O)N2CCC(C)CC2)cc1,-1,6,1.3,0.1
CCC(=O)N1c2ccccc2N2C(c3c(C)c(C)cc(C)c3C)=NON12,-2,12,0.1,1.0
O=C(CCc1ccccc1)Nc1ccc(N2CCC(NCCc3cccnc3)CC2)cc1,1,4,-0.2,0.5
CC1(c2ccc3c(c2)OCO3)NC(=O)N(Cc2cc(=O)oc3cc4c(cc23)CCC4)C1=O (stereo not given),1,-1,-0.3,0.5
C=CCOc1ccc(/C=C2\SC(=S)NC2=O)cc1OCC,7,7,-0.1,1.4
COc1ccc([N+](=O)[O-])cc1NC(=O)CN(c1ccc(Cl)cc1C)S(C)(=O)=O,4,8,-0.2,-0.1
Cc1c(NC(=O)/C(C#N)=C/c2ccc3c(c2)OCO3)c(=O)n(-c2ccccc2)n1C,0,-3,-0.1,0.4
O=C(NCCSC1CCCCC1)c1ccc(CN2CCOCC2)cc1,-13,17,0.3,0.1
COc1cccc2cc(-c3cc(=O)oc4cc(OC(C)=O)ccc34)c(=O)oc12,0,9,0.1,1.1
Cn1c(=O)c2c(nc(N3CCCCC3)n2CCNC2=NCCC2)n(C)c1=O,-8,-3,0.0,-0.8
O=C(CCC1(Cc2ccc3ccccc3c2)CCC(=O)N1)NCc1ccccc1F (stereo not given),5,-10,0.2,1.6
Cc1ccc(Cn2c(N(C)Cc3ccccc3)nc3c2c(=O)n(C)c(=O)n3C)cc1,-2,-9,0.0,-0.4
COc1ccc2c(c1)c(NC(C)=O)c(C(=O)O)n2CC(C)=O,-4,-7,0.0,0.5
CCOC(=O)c1c(C)sc(Sc2cc(Br)ccc2[N+](=O)[O-])c1OC,9,-14,0.0,0.6
COC(=O)C1=CN(Cc2ccc(OC)cc2)C=C(C(=O)OC)C1c1ccccc1Cl,9,3,1.4,-0.3
O=C1C(=O)N(CC2CCCO2)C(c2ccc(Cl)cc2)/C1=C(/O)c1ccccc1 (stereo not given),0,6,0.1,-1.3
Cc1ccc(CNc2nc3nc(C)cc(=O)n3[nH]2)cc1,2,0,0.2,-0.4
Cc1cccc(C2c3[nH]c4ccccc4c3CCN2C(=O)CN2C(=O)CSC2=O)n1 (stereo not given),4,11,-0.1,0.8
Nc1ncc2c(n1)CC(c1ccccc1)CC2=O (stereo not given),-8,-3,-0.2,0.3
COc1ccc(S(=O)(=O)N=C2C=CC(=NS(=O)(=O)c3ccc(OC)cc3)C=C2)cc1,-2,7,0.5,0.0
Cc1c(CC(C)C)c(=O)oc2cc(OCC(=O)c3ccccc3)ccc12,-5,0,0.1,-0.3
O=C(NC1=NC2CS(=O)(=O)CC2S1)c1ccccc1 (stereo not given),-1,15,0.1,-1.0
COc1ccc(NC(=O)Nc2ccc(F)cc2)cc1,-52,-8,-0.1,-1.1
Cc1ccc2c(c1)cc(CN1CCOCC1)c(=O)n2C,-1,6,0.0,-0.3
CSc1ccccc1NC(=O)c1nn2c(C(F)(F)F)cc(-c3ccccc3)nc2c1Br,-1,15,1.0,2.6
CCCNC(=O)c1cnn2c(C)c(Cc3ccccc3)c(C)nc12,15,-3,-0.2,-0.3
CCN=C(NS(=O)(=O)c1ccccc1C)c1ccccc1,1,7,-0.1,0.8
CCCOc1ccc(C2NC(=O)NC(C)=C2C(=O)OCCC(C)C)cc1 (stereo not given),5,27,0.3,0.3
Cn1c(COc2ccccc2O)nc2ccccc21,-34,20,0.1,-4.2
Cc1csc(C(C)NC(=O)CCc2nnc(CCc3c[nH]c4ccccc34)o2)n1 (stereo not given),1,-1,-0.1,1.6
O=C(Nc1ccccc1)Nc1ccc(C(=O)O)cc1,1,0,0.0,-8.7
Fc1ccc(C2CC(c3cccs3)=NN2c2nc(-c3ccc(Br)s3)cs2)cc1 (stereo not given),-11,-1,-0.1,0.4
COc1ccc(C)cc1NC(=O)CCc1nc(-c2ccccc2F)no1,-5,-4,0.1,-0.6
Cc1[nH]c2ccccc2c1C(=O)CN1CCCC1,0,-8,-0.1,1.1
O=C(NC(=S)Nc1ccc2ccccc2c1)c1ccco1,-63,12,0.2,-1.2
O=C(NCCC1=CCCCC1)c1ccc2c(=O)n(-c3ccccc3F)c(=S)[nH]c2c1,-13,-2,-0.1,3.8
CNC(=O)C(=O)Nc1cc(Cl)ccc1C,5,7,0.9,0.5
N#Cc1ccc(NC(=O)C(=O)NCc2ccccc2)cc1,6,-1,0.0,-0.2
O=C1c2ccccc2C(=O)C1c1nccc2ccccc12,22,-4,0.1,-1.2
Cc1cc(C)c(OCCNC(=O)c2cccc(Oc3ccc(C(F)(F)F)cc3[N+](=O)[O-])c2)c(C)c1,-3,-7,-0.1,0.4
CC(=O)c1cccc(N2C(=O)C3C4C=CC(C5CC45)C3C2=O)c1 (stereo not given),5,-7,-0.3,0.0
Cc1sc2ncn(CC(=O)Nc3ccc(F)c(Cl)c3)c(=O)c2c1C,-3,2,-0.1,-0.9
Cc1cc(C)n2nc(C(=O)OCC(=O)Nc3ccc(Br)c(C)c3)nc2n1,6,-3,0.1,1.0
Cc1cccc(C(=O)Nc2ccc(S(=O)(=O)Nc3nc(C)cc(C)n3)cc2)c1,-10,-8,0.0,0.2
CCNc1nc(NCC)n2c(SCC(=O)c3cccc(C(F)(F)F)c3)nnc2n1,7,10,0.1,2.2
CCOP(=O)(OCC)C(NC(C)=O)C(=O)c1ccccc1 (stereo not given),3,15,0.9,-0.3

# Next section.
Compound,TEAD-YAP block,MITF primary,FBW7 activator,GPR151 ag
Clc1ccc(-c2cc3nc(-c4ccccc4)cc(-c4ccccc4)n3n2)cc1,-3,-5,0.5,-1.3
COc1ccc(C2NN(Cc3ccccc3)C3C(=O)N(Cc4ccccc4)C(=O)C23)cc1 (stereo not given),-8,15,0.2,-0.4
COc1ccc(C2=NC(c3ccccc3OC)NC(c3cc(Br)ccc3O)C2)cc1 (stereo not given),4,2,0.8,-0.1
CN(c1ccccc1)S(=O)(=O)c1c[nH]c(=O)[nH]c1=O,-3,3,-0.1,-0.6
COCCNc1c(-c2ccco2)nc2cnccn12,-7,-1,0.4,1.6
COc1ccc(S(=O)(=O)Nc2cccc(C(=O)O)c2)cc1[N+](=O)[O-],1,10,0.1,-1.0
CC(NC(=O)c1cccc(Cl)c1)C(c1cccs1)N1CCOCC1 (stereo not given),-4,3,0.1,0.5
O=C(NCCN1CCCCCC1)C1(S(=O)(=O)c2ccc(Cl)cc2)CC1,2,1,-0.1,2.7
CC(=O)c1ccc(-c2cnn3ccc(NCCN(C)C)nc23)s1,4,-28,0.0,-0.6
CC(=O)Nc1ccc(NC(=O)CSc2nnc(Nc3ccccc3)s2)cc1,-5,-10,-0.1,-3.8
O=C(Nc1ccc2oc(-c3ccc(F)cc3Cl)nc2c1)c1ccccc1Cl,-5,5,-0.1,0.1
O=C(N/C(=C\c1ccc(O)cc1)C(=O)N1CCOCC1)c1ccccc1,2,-3,-0.1,1.1
O=C1c2c(O)ccc(O)c2C(=O)c2c(Cl)ccc(Cl)c21,-8,-1,-0.1,3.3
Cc1cc(C)nc(Oc2ccccc2F)n1,-2,4,0.0,0.3
CC(=O)Oc1ccc2c(c1)CCC1C2C(O)CC2(C)C(=O)CCC12 (stereo not given),13,11,0.2,0.1
Cn1cc(CN2CCC3(CCC(CNS(=O)(=O)c4ccccc4)O3)CC2)cn1 (stereo not given),-2,2,0.0,-1.3
CC(C)NC(=O)C(OC(=O)c1ccccc1)C(OC(=O)c1ccccc1)C(=O)O (stereo not given),11,-13,-0.1,-0.3
CCN(CC)C1CCN(C2CCC(=O)N(Cc3ccc(F)cc3F)CC2)C1 (stereo not given),0,5,0.1,-1.1
COc1ccc(-c2nc(N)ncc2-c2csc(C)n2)c(O)c1OC,0,3,-0.1,1.3
CSc1ccc(CNC(=O)C2CCN(c3c(C#N)cnc4ccccc34)CC2)cc1,-1,-10,-0.1,4.2
Cc1ccc(NC(=O)CC2S/C(=N/N=C/c3ccc(OCC(=O)O)cc3)NC2=O)cc1 (stereo not given),7,4,0.1,0.6
COc1cc(/C=C2/N=C(SCC(=O)c3ccccc3)N(c3ccccc3)C2=O)ccc1O,6,3,0.0,0.1
COc1ccc(C2CC(C(F)(F)F)n3nc(C(=O)Nc4cc(Cl)ccc4Cl)cc3N2)cc1 (stereo not given),7,-2,0.0,-0.2
CCCN(CCC)Cc1c(C(=O)N/N=C/c2sccc2C)nnn1-c1nonc1N,0,3,0.0,0.2
O=S(=O)(c1ccc(Cl)cc1)N(CCCO)CC(O)Cn1c2ccccc2c2ccccc21 (stereo not given),-4,-6,-0.2,-0.2
NS(=O)(=O)c1ccc(Nc2nccc(N[C@H]3CCCNC3)n2)cc1,-18,-3,0.1,0.0
NC(=O)c1c(NC(=O)c2ccco2)sc2c1CCCC2,-50,-4,0.3,0.7
CC1CCN(C2=NC(=O)/C(=C\c3ccccc3Cl)S2)CC1,-32,9,0.1,1.5
Cc1ccc(-n2c(C)cc(/C=C3\SC(=Nc4ccccc4)N(C4CCCCC4)C3=O)c2C)cc1,-3,4,0.1,2.4
Cc1cc2nc(NC3=NCN(Cc4cccnc4)CN3)nc(C)c2cc1C,9,20,-0.1,-0.3

# (cont.)
# Second line of a record: TEAD-YAP block, MITF primary, FBW7 activator, GPR151 ag
CCOc1ccc(C(=O)Nc2ccccc2NC(C)=O)cc1
 : 6, 26, 0.3, 0.2
Cc1nc2sc(C(=O)Nc3ccccc3)c(N)c2c(C)c1C
 : -7, -3, -0.1, -1.0
O=C1CCCC(O)=C1C=Nc1ccc(O)cc1
 : 0, 7, 0.0, 0.4
Nc1nc(SCC(=O)Nc2ccc(Br)cc2Cl)n[nH]1
 : 0, 1, -0.1, -0.9
Cc1ccc(CN2CCc3nnc(CNC(=O)Cc4ccccc4)n3CC2)c(C)c1
 : 3, -8, 0.0, -1.2
CCOC(=O)c1c(NC(=O)Cn2ccsc2=N)sc2c1CCCC2
 : -4, -8, -0.1, 1.6
C/C(N)=C(/C#N)C(=O)CSc1nnc(Nc2ccc(SC(F)F)cc2)s1
 : -14, 10, 0.0, -0.6
COc1cccc(/C=N\n2c(-c3ccccc3)n[nH]c2=S)c1OC
 : -12, 10, 0.0, -0.3

# In a second layout: results already given.
Cc1nc2sc(C(=O)Nc3ccccc3)c(N)c2c(C)c1C
  TEAD-YAP block: -7
  MITF primary: -3
  FBW7 activator: -0.1
  GPR151 ag: -1.0
O=C1CCCC(O)=C1C=Nc1ccc(O)cc1
  TEAD-YAP block: 0
  MITF primary: 7
  FBW7 activator: 0.0
  GPR151 ag: 0.4
Nc1nc(SCC(=O)Nc2ccc(Br)cc2Cl)n[nH]1
  TEAD-YAP block: 0
  MITF primary: 1
  FBW7 activator: -0.1
  GPR151 ag: -0.9
Cc1ccc(CN2CCc3nnc(CNC(=O)Cc4ccccc4)n3CC2)c(C)c1
  TEAD-YAP block: 3
  MITF primary: -8
  FBW7 activator: 0.0
  GPR151 ag: -1.2

# An excerpt from above in order of count of non-hydrogen atoms, low to high.
# Second line of a record: TEAD-YAP block, MITF primary, FBW7 activator, GPR151 ag
O=C1CCCC(O)=C1C=Nc1ccc(O)cc1
 : 0, 7, 0.0, 0.4
C/C(N)=C(/C#N)C(=O)CSc1nnc(Nc2ccc(SC(F)F)cc2)s1
 : -14, 10, 0.0, -0.6
Cc1ccc(CN2CCc3nnc(CNC(=O)Cc4ccccc4)n3CC2)c(C)c1
 : 3, -8, 0.0, -1.2

# No enrichment for hits. About 3.4% of those tested had a hit in this group.
